Screening results: PubChem BioAssay, several laboratories
PPARg SRC-2 ag: promotes SRC-2 coactivator recruitment by human PPARgamma | PPARgamma LBD-SRC-2 recruitment, biochemical | P37231 | activation, % at 8 µM | AID 1032 | 200,000 tested, 0.34% active; in the data active = activation above about 22%;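 also: 0% = vehicle and 100% = reference agonist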
Target sequence (P37231 whole entry, looked up, the tested form may be a part): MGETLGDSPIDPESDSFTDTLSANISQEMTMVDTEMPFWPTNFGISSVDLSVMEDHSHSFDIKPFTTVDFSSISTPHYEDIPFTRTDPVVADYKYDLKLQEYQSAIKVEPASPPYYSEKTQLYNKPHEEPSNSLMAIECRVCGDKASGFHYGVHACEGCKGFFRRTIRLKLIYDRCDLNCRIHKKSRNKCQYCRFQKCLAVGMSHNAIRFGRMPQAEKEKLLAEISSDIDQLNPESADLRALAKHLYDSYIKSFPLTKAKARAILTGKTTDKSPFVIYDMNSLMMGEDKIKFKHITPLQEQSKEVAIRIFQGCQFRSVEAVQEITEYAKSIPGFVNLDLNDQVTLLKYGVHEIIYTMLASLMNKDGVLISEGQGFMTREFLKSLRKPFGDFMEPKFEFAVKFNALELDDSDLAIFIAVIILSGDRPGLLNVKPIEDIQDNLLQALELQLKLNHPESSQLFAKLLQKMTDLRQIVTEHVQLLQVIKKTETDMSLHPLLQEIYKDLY
STAT1 inh: reduces IFN-gamma driven STAT1 reporter signal; NIH 3T3 STAT1-luciferase reporter, luminescence; inhibition, % at 5.5 µM; 200,000 tested, 0.35% active;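 active = inhibition above a set limit, the mean inhibition across all tested compounds plus 3 SD, cut at about 34% in these data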;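 also: 0% = IFN-gamma with DMSO and 100% = IFN-gamma with 300 µM nifuroxazide; values of inactives mirror those of a sister screen read the other way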
SRC2 TRFRET art: flags TR-FRET format artefacts in PPARgamma SRC-2 recruitment agonist screen | TR-FRET artefact counter-screen; stronger effect = higher value | TR-FRET ratio at 8 µM | 200,000 tested, 0.4% active; in the data active = TR-FRET ratio above about 2000; also: inactives centre near 1500
STAT3 inh: inhibitors of IL-6 induced STAT3 signaling. AID 862. 190,000 tested, 0.89% active. U3A cells, IL-6 STAT3-luciferase reporter, luminescence; host cell line lacks STAT1. inhibition, % at 5.5 µM;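 active = inhibition above the mean inhibition across all screened compounds plus 3 SD, cut at about 44% in these data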;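 also: 0% = DMSO only wells and 100% = 100 µM nifuroxazide control wells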
bIAP inh: intestinal alkaline phosphatase (bovine) inhibition | AID 1019 | purified bovine IAP, CDP-star luminescence, 30 min | 190,000 tested, under 10 active | inhibition, % at 20 µM;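 active = over 50% inhibition of intestinal alkaline phosphatase at 20 µM in the single-dose screen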
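Assay system: bovine IAP enzyme; medium: DEA buffer 100 mM, pH 9.8, with MgCl2 1.0 mM, ZnCl2 0.02 mM; doses: 20 µM single dose; incubation: enzyme reaction for 30 min at room temperature; detection: CDP-star luminescence signal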
ROMK mod: modulates human ROMK potassium channel activity; P48048; B-score at 10 µM; Tet-inducible ROMK, thallium flux fluorescence; actives lie on both sides; 130,000 tested, 2% active;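 active = signal ratio slope over the read window, or its plate-corrected B-score, at least 3 SD from the plate mean, either direction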;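 also: B-score of the F/F0 ratio slope over 7 to 12 s after thallium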
Target sequence (P48048 whole entry, looked up): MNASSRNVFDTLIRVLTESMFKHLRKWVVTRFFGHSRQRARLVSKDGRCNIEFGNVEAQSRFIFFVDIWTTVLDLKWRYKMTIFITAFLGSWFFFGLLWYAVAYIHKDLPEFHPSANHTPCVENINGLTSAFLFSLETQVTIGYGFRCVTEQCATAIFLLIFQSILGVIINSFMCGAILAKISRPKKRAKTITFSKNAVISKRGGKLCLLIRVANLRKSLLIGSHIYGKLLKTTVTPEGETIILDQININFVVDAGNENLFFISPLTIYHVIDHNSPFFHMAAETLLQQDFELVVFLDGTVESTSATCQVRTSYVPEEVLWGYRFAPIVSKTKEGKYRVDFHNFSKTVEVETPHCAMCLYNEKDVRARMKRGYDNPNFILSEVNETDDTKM
PPARg SRC-3 ag: PPARgamma-driven SRC-3 recruitment agonism; biochemical PPARgamma/SRC-3 coactivator recruitment assay; activation, % at 8 µM; 200,000 tested, 0.26% active; in the data active = activation above about 23%;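 also: 0% = DMSO and 100% = reference agonist; some compounds past the cut are filed as inactive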
TNAP act hiacc: TNAP (human) activation, high acceptor. P05186. activation factor at 20 µM. purified TNAP, CDP-star luminescence, 1 M DEA, 30 min; stronger effect = higher value; 0 = EDTA background, 1 = DMSO-only activity. AID 1136. 200,000 tested, under 10 active;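 active = activation factor at least 2 at 20 µM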
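Assay system: human TNAP; Input: enzyme diluted 1/800 final; Reagent: CDP-star luminogenic substrate at 100 µM final; Timing: 30 min, room temperature; Signal: luminescence; Evaluation: TNAP activation factor scaled between EDTA and DMSO control wells.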
STAT3 act: increases IL-6 driven STAT3 reporter signal. U3A cells, IL-6 STAT3-luciferase reporter, luminescence; 100% = signal with IL-6 EC80 alone. activation (% of control), % at 5.6 µM. 190,000 tested, 0.91% active. AID 871;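 active = activation above the screen-wide mean of compound activation plus 3 SD, cut at about 130% in these data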;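 also: 0% = background luminescence of wells with medium and substrate only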
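Material: STAT3-luciferase reporter U3A cells; Probe or stimulus: IL-6 (33 ng/mL); Incubation: compound pre-incubation 1 h before IL-6, then 6 h stimulation at 37 °C; Technique: luminescence from STAT3-driven luciferase reporter; Evaluation: % activation versus median of IL-6-stimulated wells; Controls: IL-6-only high control.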
PPARg SRC1 recr: agonists of human PPARgamma SRC-1 coactivator recruitment. AID 631. P37231. activation, % at 8 µM. 200,000 tested, 0.41% active. PPARgamma-SRC-1 coactivator recruitment biochemical assay; in the data active = activation above about 19%;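 also: 0% = DMSO and 100% = reference agonist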
bIAP act: intestinal alkaline phosphatase (bovine) activation; 200,000 tested, 0.17% active; activation factor at 20 µM; purified bovine IAP, CDP-star luminescence, 30 min; stronger effect = higher value; fold of DMSO-control signal, blank-subtracted; AID 1016;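 active = activation factor of 2 or more at 20 µM, a signal rise over negative controls twice the positive control's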
The depositor's hits bear a star; nt = no result given. Not a hit list; any-hit rate near 3.7%.

SMILES	PPARg SRC-2 ag	STAT1 inh	SRC2 TRFRET art	STAT3 inh	bIAP inh	ROMK mod	PPARg SRC-3 ag	TNAP act hiacc	STAT3 act	PPARg SRC1 recr	bIAP act
CCc1ccccc1NS(=O)(=O)c1ccc(SC)cc1	9	4	1541	12	10	-1.6*	-4	1	92	4	0.9
COc1ccc(N(C)S(=O)(=O)c2cccc(C(=O)NC3CCCCCC3)c2)cc1	5	10	1585	5	16	-1.2	2	1.1	103	4	0.8
S=C1CCSc2ccc(Cl)cc2N1	9	8	1576	10	7	nt	7	1	94	1	0.9
COc1ccc(CNC(=O)CSc2nnc(C(F)(F)F)n2C)cc1	-6	-3	1566	6	-10	nt	-1	1	97	4	1.1
O=C(CCCC(=O)N(CC(=O)NC1CCCC1)Cc1ccc2c(c1)OCO2)Nc1ccccn1	2	-2	1416	0	-16	nt	0	1	102	-3	1.2
Cc1ccccc1Nc1nc(N)nc(CSc2nnc(-c3ccccc3)n2C)n1	9	3	1651	5	3	nt	6	1.1	99	0	1
CCOC(=O)C1CCN(C(=O)Nc2ccc3nccnc3c2)CC1	1	12	1679	5	-6	nt	2	1	97	6	1.1
O=C(c1ccco1)N1N=C(c2ccc(Br)cc2)CC1(O)C(F)(F)F (centres undefined)	15	-11	2022*	8	-5	0.58	13	0.9	99	23*	1.1
COc1cccc(C2CC(c3ccc(C)cc3)n3ncnc3N2)c1 (centres undefined)	12	3	1570	-1	16	nt	-3	1	105	1	0.8
[O-][n+]1c2c(nn1-c1ccccc1Cl)-c1nonc1CC2	-3	10	1489	4	6	0.93	-2	1	99	0	0.9
Cc1cc(C)cc(C(=O)NCCn2cc(SCC(=O)N3CCOCC3)c3ccccc32)c1	7	3	1323	14	-4	nt	4	1	92	-2	1
COc1ccccc1/C=C\C=N\n1c(-c2ccc(Cl)cc2)n[nH]c1=S	6	20	1431	30	10	-0.15	6	0.9	77	7	0.9
CC1(C)CNC(=O)CC(C)(C)N1	5	6	1630	9	7	nt	2	1	94	6	0.9
O=C(N/N=C/c1ccc(OCc2ccc(F)cc2)cc1)c1ccccc1	2	-9	1491	-4	-4	0.68	0	1.1	109	-1	1
CC(C)NS(=O)(=O)c1ccc2c(c1)NCC2	-3	-2	1414	-11	10	-0.022	-2	1	107	-4	0.9
CCC(C)c1ccccc1OCCn1ccnc1 (centres undefined)	2	17	1445	2	-6	0.18	3	1.1	97	4	1.1
CCOC(=O)c1sc(=S)n(-c2ccc(C)cc2)c1SC	0	3	1462	3	9	nt	-8	1	103	0	0.9
COc1cc(/C=N/NC(=O)c2cc3ccccc3cc2O)ccc1OCCN1CCCCC1	3	-3	1566	-14	25	nt	6	1	111	7	0.7
COc1ccc(-c2nnn(CC(=O)N(CC(=O)NC3CCCC3)c3ccccc3)n2)cc1OC	1	1	1445	-2	-15	0.0062	3	1	109	-2	1.1
Cc1scc(-c2n[nH]c(=S)n2C(C)c2ccccc2)c1C (centres undefined)	6	4	1593	9	-4	nt	0	1	93	4	1
O=C(Nc1ccccc1)OCC1CCCN2CCCCC12 (centres undefined)	0	-3	1596	4	4	-0.17	8	1	97	3	1
Cc1ccccc1C(=O)NN1C(=O)CSC1=S	8	6	1658	-7	22	-0.49	3	1	105	9	0.8
COc1ccc2oc(=O)c(C(=O)C[n+]3cccc(C)c3)cc2c1	-1	6	1551	1	-1	-0.76	3	1	101	10	1
COC(=O)Nc1ccc(S(=O)(=O)N2CCCc3ccccc32)cc1	5	-9	1648	-6	14	nt	2	1	110	5	0.9
CNC(=S)NCCc1ccc(OC)c(OC)c1	2	2	1381	-2	11	nt	-5	1	106	-3	0.9

Next section; it opens with the 3 that closed the last part.
SMILES	PPARg SRC-2 ag	STAT1 inh	SRC2 TRFRET art	STAT3 inh	bIAP inh	ROMK mod	PPARg SRC-3 ag	TNAP act hiacc	STAT3 act	PPARg SRC1 recr	bIAP act
COc1ccc2oc(=O)c(C(=O)C[n+]3cccc(C)c3)cc2c1	-1	6	1551	1	-1	-0.76	3	1	101	10	1
COC(=O)Nc1ccc(S(=O)(=O)N2CCCc3ccccc32)cc1	5	-9	1648	-6	14	nt	2	1	110	5	0.9
CNC(=S)NCCc1ccc(OC)c(OC)c1	2	2	1381	-2	11	nt	-5	1	106	-3	0.9
CC(C)OCCCNC(=O)c1ccc(N(C)S(C)(=O)=O)cc1	-5	-5	1577	-1	8	nt	0	1.1	105	-7	0.9
Cc1nc2ccc(C(=O)O)cc2c2c1CC(C)S2 (centres undefined)	2	2	1437	0	-6	nt	-2	1	102	8	1.1
CCOC(=O)C1(c2csc(N)n2)COC(=O)C1 (centres undefined)	3	2	1595	4	10	0.058	1	1.1	97	-1	0.9
O=C(CC1=NCCNC(c2ccccc2)C1)c1ccccc1O (centres undefined)	0	-10	1394	7	-12	-2.3*	-4	1	96	2	1.1
COc1cccc(C2=NCCc3cc4c(cc32)OCO4)c1OC	5	1	1481	5	4	-0.78	1	1	97	2	1
Cn1c(C(=O)NCCCN2CCCC2=O)cc2c(=O)n(C)c3ccccc3c21	4	0	1704	17	-10	nt	5	1.1	93	6	1.1
Cn1c(-c2ccc3c(c2)OCO3)cnc1N	-4	-4	1547	-7	5	nt	-5	1	109	6	0.9
COC(=O)CC1C(=O)NCCN1C(=S)NC(=O)c1sc2ccccc2c1Cl (centres undefined)	2	-1	1587	-8	7	-1.1	-2	1.1	117	0	0.9
Cc1cc2nc(C3CCN(C(=S)NCCCOC(C)C)CC3)[nH]c2cc1C	1	2	1666	4	-5	0.49	0	1.1	101	3	1
O=C1Nc2ccc(S(=O)(=O)NCc3ccccn3)c3cccc1c23	-1	-1	1345	-11	4	0.35	3	1	109	2	1
Cc1nn(C)c(C)c1CNC(=O)c1cc2n(n1)C(C(F)(F)F)CC(c1cccs1)N2 (centres undefined)	5	15	1434	21	-11	0.025	-8	1	84	2	1.1
COc1ccc(CNC(=O)COc2ccc(C)nc2[N+](=O)[O-])cc1	9	0	1665	9	-6	1.8	-1	1	99	-1	1.1
Cc1ccc(C)c(NC(=O)COc2cccc3c2CCN(Cc2ccccc2C)C3=O)c1	1	5	1475	-9	7	nt	1	1.1	103	10	0.9
C/C=C(/C)C(=O)O[C@@H]1[C@H](OC(=O)C=C(C)C)c2c(ccc3ccc(=O)oc23)OC1(C)C	6	4	1410	-6	-2	-0.031	6	1	103	2	1
CC1CCCCC1N1CN=C(Nc2nc3ccccc3s2)NC1 (centres undefined)	15	6	1595	-6	1	nt	0	1	114	7	1
O=C(NC1CCCCC1)C(=S)N1CCOCC1	-7	-13	1640	3	-8	0.61	-1	1	99	4	1.1
CCSc1nnc(C)n1-c1ccc(C(=O)O)cc1	4	-4	1586	8	0	nt	10	0.9	101	6	1
CC(Oc1ccccc1)C(=O)N1CCN=C1SCc1ccccc1 (centres undefined)	-4	-9	1387	6	-7	nt	-1	1	100	4	1.1
CS(=O)(=O)N(CC(=O)NCc1ccc2c(c1)OCO2)Cc1ccc(Cl)cc1	2	3	1576	9	-9	-0.81	1	1	95	-4	1.1
CCCCNC(=O)c1cc([N+](=O)[O-])[nH]n1	8	-11	1481	0	3	0.25	1	0.9	101	-3	1
CCOC(=O)N1CCN(S(=O)(=O)c2ccc(F)c(C(=O)Nc3cccc(Cl)c3C)c2)CC1	-1	12	1419	20	4	0.21	-2	1	85	2	1
COc1ccc2sc(NC(=O)CC(C)C)nc2c1	11	-51	1492	24	20	nt	12	1.1	80	5	0.8
CCOc1ccccc1NC(=O)C(NCC1CCCCC1)c1ccccc1 (centres undefined)	-6	1	1560	-3	28	-0.72	-3	1.1	113	6	0.7
COc1ccccc1NC(=O)CN1CCN(S(=O)(=O)c2ccc(Br)cc2)CC1	3	-9	1527	8	2	nt	-1	1	96	7	1
COC(=O)CCN(c1ccccc1)S(=O)(=O)c1ccc(OC)cc1	3	-2	1707	-5	4	nt	1	1.1	104	6	1

Remaining list, next part:
SMILES	PPARg SRC-2 ag	STAT1 inh	SRC2 TRFRET art	STAT3 inh	bIAP inh	ROMK mod	PPARg SRC-3 ag	TNAP act hiacc	STAT3 act	PPARg SRC1 recr	bIAP act
O=C(CCC1CCCCC1=O)c1ccccc1 (centres undefined)	0	-11	1442	-8	8	nt	1	1.1	107	3	0.9
Cc1cc(C)c(C)c(OCC(=O)O/N=C(\N)c2ccccn2)c1	-4	-2	1486	15	15	0.043	-3	1	88	-4	0.8
CCOC(=O)c1c[nH]c2c(C)cc(C)cc2c1=O	11	-4	1532	12	2	-1.1	3	1.1	95	1	1
CC(=O)Oc1c(S(=O)(=O)c2ccc(C)cc2)c(C)nn1-c1ccccc1	7	-2	1558	3	0	nt	4	1.1	101	7	1
O=C(CCCN1C(=O)CCC1=O)Nc1ccc2c(c1)OCCO2	6	3	1489	11	14	-0.25	9	1	94	2	0.9
O=C(c1cnc2sccn2c1=O)N(Cc1ccccc1)c1ccccn1	-5	1	1642	-1	15	nt	0	1	100	1	0.9
COC(=O)c1cc(CNC(=O)c2cccc(Cl)c2Cl)ccc1OC	-2	-5	1586	-2	-9	nt	-2	1	103	4	1.1
CCN(CC)S(=O)(=O)c1cc(OCC(N)=O)c(C)cc1Cl	-2	2	1523	8	3	nt	-3	1	95	5	1
CCCC(=O)Oc1ccc(N(C(=O)CCC)S(=O)(=O)c2cccs2)cc1	2	4	1676	-4	-18	-0.058	3	1	107	6	1.2
COc1cc(C(=O)OCC(=O)c2cc(C)n(C)c2C)cc(NC(=O)c2ccco2)c1OC	6	3	1418	16	16	-0.23	18	1	87	3	0.8
Cc1ccc(C2=N/C(=C/N3CCOCC3)C(=O)O2)cc1	1	-31	1797	-2	3	nt	1	1.1	106	9	1
Cc1cccc(OCCCn2c(=O)sc3ccccc32)c1	5	-30	1531	18	25	nt	-3	1	88	-1	0.7
CNc1cc(CS(=O)c2ccccc2)nc(-c2ccccc2)n1 (centres undefined)	2	-2	1442	-4	-3	nt	-9	1	112	9	1
Cc1cccc(C(=O)Nc2ccccc2C(=O)OCC(=O)Nc2ccc(C#N)cc2)c1	-6	-6	1482	8	14	0.42	-2	0.9	95	-4	0.9
CCOc1ccc(-c2nc(C#N)c(N3CCN(Cc4ccccc4)CC3)o2)cc1	13	-3	1527	-1	6	nt	-1	1.1	105	8	0.9
O=C(Nc1ccc2c(c1)OCCO2)C1CCN(C(=O)c2ccc(Br)cc2)CC1	2	-15	1501	0	-25	nt	0	1.1	102	-2	1.3
CC(C)CC(C(=O)O)N1C(=O)C2C3CC(C2C1=O)C1C(c2ccccc2)c2sc(=O)[nH]c2SC31 (centres undefined)	2	10	1405	-8	35	nt	-1	1	110	-6	0.6
